# D1 ag – human D1 receptor agonism. P21728. HEK293 T-REx D1 cells, calcium flux, agonist mode. activation, % at 2 µM. 360,000 compounds, 1% hits; in the data active means activation above about 30%; further: 0% is about no effect
# Target sequence (P21728 whole entry, looked up): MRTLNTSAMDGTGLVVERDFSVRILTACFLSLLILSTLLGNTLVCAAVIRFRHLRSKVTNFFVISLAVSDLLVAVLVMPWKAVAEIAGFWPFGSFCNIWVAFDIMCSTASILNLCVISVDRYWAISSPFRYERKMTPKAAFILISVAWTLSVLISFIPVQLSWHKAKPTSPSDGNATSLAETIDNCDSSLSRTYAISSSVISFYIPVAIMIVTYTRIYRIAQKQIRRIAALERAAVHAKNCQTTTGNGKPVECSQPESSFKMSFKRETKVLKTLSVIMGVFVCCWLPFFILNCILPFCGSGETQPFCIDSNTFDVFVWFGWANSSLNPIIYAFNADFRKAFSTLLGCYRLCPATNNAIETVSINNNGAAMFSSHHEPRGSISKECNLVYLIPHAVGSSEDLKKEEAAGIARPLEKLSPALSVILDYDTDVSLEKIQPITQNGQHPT
#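 Inducible HEK293 T-REx D1 cells, force-coupled to calcium signalling, were plated at 4000 cells/well with tetracycline and held overnight at 30 C. After no-wash calcium dye loading, compound-evoked calcium rise over 180 s flagged agonists.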
# D2 PAM – positively modulates the human D2 dopamine receptor allosterically; AID 485347; HEK293 T-REx D2, calcium flux, EC20 dopamine potentiation; 340,000 compounds, 0.34% hits; potentiation, % at 10 µM;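 active means potentiation over 3 SD above the plate norm, cut at about 30% in these data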; further: 0% is about no effect
# Target sequence (P14416 whole entry, looked up): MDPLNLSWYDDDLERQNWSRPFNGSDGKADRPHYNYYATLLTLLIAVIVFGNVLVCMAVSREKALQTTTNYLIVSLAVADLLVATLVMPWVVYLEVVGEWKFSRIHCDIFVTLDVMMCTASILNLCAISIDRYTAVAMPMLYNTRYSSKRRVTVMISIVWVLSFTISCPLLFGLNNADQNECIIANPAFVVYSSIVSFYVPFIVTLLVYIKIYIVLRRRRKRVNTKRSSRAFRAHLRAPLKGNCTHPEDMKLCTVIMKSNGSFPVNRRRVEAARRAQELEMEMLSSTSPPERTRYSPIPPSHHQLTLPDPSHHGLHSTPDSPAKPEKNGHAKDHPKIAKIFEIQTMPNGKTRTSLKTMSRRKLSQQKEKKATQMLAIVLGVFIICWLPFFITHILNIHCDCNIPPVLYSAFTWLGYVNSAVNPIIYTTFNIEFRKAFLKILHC
#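 Potentiation of an EC20 dopamine calcium response measured kinetically over 180 s, after a preceding 180 s compound-only read flagging agonists. Cells: inducible Hek293 Trex D2 line, 4000/well, cultured overnight at 30 C before dye loading.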
# D1 PAM – human D1 dopamine receptor positive modulation. P21728. HEK293 TREx D1 cells, calcium flux, dopamine EC20 potentiation. potentiation, % at 10 µM. 360,000 compounds, 0.036% hits. AID 504651; in the data active means potentiation above about 30%; further: 0% is about no effect
# RXFP1 agonist – RXFP1 (human) receptor agonism | HEK293T-RXFP1 cAMP TR-FRET, 30 min; response scale: percent of porcine relaxin response, buffer zero | AID 2676 | 370,000 compounds, 0.3% hits | Potency, µM (highest dose often 57.5 µM), inactives show top-dose activation, usual class: activators; further: potency means the concentration at half of the fitted maximal effect; on the % scale 0 is the no-effect control and ±100 the full control effect; nearly all actives have a fitted effect of over 60% in size; many of its hits are not listed in these tables
#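 HEK293T cells stably expressing RXFP1 were pretreated with the PDE4 inhibitor Ro 20174, exposed to compounds for 30 min at 37C, lysed, and cAMP was read by TR-FRET. Data normalized to buffer (basal) and 29 nM porcine relaxin (100%).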
# Vif-APOBEC3F blk – blocks the Vif interaction with APOBEC3F; Potency, µM (doses to about 46.1 µM), inactives show at the top dose activity, negative = active; AID 602313; HeLa A3F-eYFP + Vif (tagged APOBEC3F with the HIV-1 protein that degrades it), YFP fluorescence increase; 390,000 compounds, 0.2% hits; further: potency means the concentration at half of the fitted maximal effect; % of control where 0% means no effect; nearly all actives have a fitted effect of over 65% in size
#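 HeLa cells stably expressing Vif plus C-terminally eYFP-tagged A3F were seeded, incubated overnight at 37 deg C, dosed with compound, incubated overnight again at 37 deg C. Yellow fluorescence (Ex 488/Em 500-530) reported blocked Vif-mediated A3F-eYFP degradation.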
# Vif-A3G inh – inhibitors of Vif-APOBEC3G interaction. HeLa A3G-eYFP + Vif (tagged APOBEC3G with the HIV-1 protein that degrades it), YFP fluorescence, overnight. Potency, µM (top dose mostly 46.1 µM), inactives show at the top dose activity, negative = active, most hits filed as inhibitors. 410,000 compounds, 0.076% hits;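 further: potency means the concentration at half of the fitted maximal effect; on the % scale 0 is the no-effect control and ±100 the full control effect; nearly all actives have a fitted effect of over 60% in size; hits raise eYFP signal because A3G escapes Vif-driven loss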
#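 HeLa cells stably expressing Vif and C-terminally eYFP-tagged A3G, seeded overnight at 37 deg C, then exposed to compound by pintool overnight at 37 deg C. Rise in yellow fluorescence (Ex 488/Em 500-530, Acumen) marks blocked Vif-driven A3G degradation.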
# GRP78 ERSR act – inducers of ER stress response in human glioma cells; U87-MG GRP78 promoter luciferase reporter, 16 h; Potency, µM, inactives show at the top dose activation, actives largely listed as activators; 420,000 compounds, 0.02% hits; further: potency means the concentration at half of the fitted maximal effect; series mostly up to about 76 µM; % of control where 0% means no effect; nearly all actives have a fitted effect of over 35% in size
#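 Stably transfected U87-MG human glioma cells carrying a GRP78-based luminescent sensor were seeded at 1000 cells/well, pin-dosed with compounds and incubated 16 h. Luciferase reagent was then added, and end-point luminescence was read after 10 min at room temperature.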
# RXFP1 antag – antagonists of human relaxin receptor RXFP1. HEK293-RXFP1, relaxin-stimulated cAMP HTRF, 30 min; stronger effect = lower value. Q9HBX9. 350,000 compounds, 0.59% hits. activity change, negative = inhibition, % at 57.5 µM. AID 1259400;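 active means activity change of -60% or lower, but not beyond a set lower limit; inconclusive means change between -60% and -40%, or beyond the set limit; inactive means change above -40%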; further: on the % scale 0 is the no-effect control and ±100 the full control effect
# D1 antag – antagonists of human D1 dopamine receptor; 360,000 compounds, 3.2% hits; P21728; activity change, negative = inhibition, % at 10 µM; HEK293 TREx D1 cells, calcium flux, dopamine EC80; stronger effect = lower value; in the data active means activity change below about -30%; further: on the % scale 0 is the no-effect control and ±100 the full control effect
#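 After overnight tetracycline induction at 30 C, force-coupled D1 HEK293 cells took up a no-wash calcium dye at room temperature. Compounds were added and monitored 180 s, and the response to EC80 dopamine was then recorded.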
# Numbers without * were called inactive; u = inconclusive; x = no result given; & = joins results of further samples. Unless noted, the call rests on the fitted dose curve; in most records, active means well fitted curve in the direction sought with a large enough effect; inconclusive means small, poorly fitted or top-dose-only effect, or another doubt; inactive means no such curve, though single readings can be large; an effect the other way counts as inactive or inconclusive. A portion of the library; count on the stated rates, not on these rows.
mol	D1 ag	D2 PAM	D1 PAM	RXFP1 agonist	Vif-APOBEC3F blk	Vif-A3G inh	GRP78 ERSR act	RXFP1 antag	D1 antag
O=C(NCc1ccco1)c1ccc(Cn2c(SCc3ccc(F)cc3)nc3cccnc32)cc1	15	7	-3	5.7%	0%	-1%	0%	-6	-2
CC1CCCCN1S(=O)(=O)c1ccc(NC(=O)c2ccco2)cc1 (configuration not stated)	2	x	10	1.1%	-8%	0%	0%	4	12
CNC(=O)c1ccsc1NC(=O)CCS(=O)(=O)c1ccccc1	3	6	-2	3.6%	u	-4%	-1%	-5	2
Cc1ccc2nc(SCC(=O)NCc3ccco3)c(C)cc2c1	0	-1	-1	4.1%	7%	-20%	-3%	-6	6
O=C(Cc1ccccc1)N1CCN(C(=O)c2cccs2)CC1	2	9	0	-0.1%	7%	-3%	-4%	-12	2
c1ccc(-c2nc3nc4ccccc4nc3n2Cc2ccco2)cc1	2	25	6	-1.1%	5%	-8%	-3%	-14	-25
CCOC(=O)C(C)(C)N(Cc1cccc(C)c1)S(=O)(=O)c1ccc(Cl)c([N+](=O)[O-])c1	11	9	-2	0.0%	3%	-11%	8%	-9	2
O=c1c2ccccc2nc(/C=C/c2ccc(O)cc2)n1CCc1ccccc1	3	3	-7	4.9%	2%	-21%	-5%	u	-41*
O=C(CNC(=O)c1ccc(F)cc1)OCc1cc(=O)n2nc(C3CC3)sc2n1	0	10	-4	27%	1%	-1%	-1%	x	3
CNC(=O)CSc1nnc(C(C)C)n1C	1	14	2	2.4%	-4%	1%	1%	-4	-1

# A draw from above in order of count of non-hydrogen atoms, falling:
mol	D1 ag	D2 PAM	D1 PAM	RXFP1 agonist	Vif-APOBEC3F blk	Vif-A3G inh	GRP78 ERSR act	RXFP1 antag	D1 antag
CCOC(=O)C(C)(C)N(Cc1cccc(C)c1)S(=O)(=O)c1ccc(Cl)c([N+](=O)[O-])c1	11	9	-2	0.0%	3%	-11%	8%	-9	2
c1ccc(-c2nc3nc4ccccc4nc3n2Cc2ccco2)cc1	2	25	6	-1.1%	5%	-8%	-3%	-14	-25
CNC(=O)CSc1nnc(C(C)C)n1C	1	14	2	2.4%	-4%	1%	1%	-4	-1

# (listing goes on)
mol	D1 ag	D2 PAM	D1 PAM	RXFP1 agonist	Vif-APOBEC3F blk	Vif-A3G inh	GRP78 ERSR act	RXFP1 antag	D1 antag
O=C(Cn1ccc2ccccc2c1=O)NCCC(=O)N1CCN(c2cccc(Cl)c2)CC1	8	4	-2	0.1%	2%	0%	-1%	-5	13
Cc1cc(C)n2nc(C(=O)NCc3ccco3)cc2n1	0	2	3	4.6%	-5%	-13%	-3%	-14	8
CCCCOc1ccccc1C1CC(=O)Nc2cc(OC)c(OC)cc21 (configuration not stated)	9	1	0	0.1%	0%	1%	-3%	x	3
Cc1ccc(C)c(S(=O)(=O)N2CCN(C(=O)CSC(=S)N3CCCC3)CC2)c1	3	-1	-4	0.4%	2%	-2%	-2%	-8	-12
Cc1nnc(NN2CCOCC2)[nH]c1=O	0	6	-3	3.1%	3%	1%	-6%	8	2
CCCc1nc2cc(CC(=O)OC)ccc2o1	-1	12	12	-0.6%	0%	-7%	0%	10	-5
O=C(COC(=O)/C=C/c1cccc(C(F)(F)F)c1)NC(=O)NCc1ccccc1	9	0	-1	0.5%	-1%	1%	-7%	-12	15
O=C(COC(=O)c1nc(Cl)ccc1Cl)NCc1ccc(Cl)cc1	1	7	-3	1.4%	5%	2%	-5%	-7	-11
CC(=O)Nc1ccc(NC(=O)COC(=O)c2ccc(S(=O)(=O)NCc3ccco3)cc2)cc1	x	x	x	x	2%	-1%	-2%	-31	x
CCOc1cc(C)ccc1OCc1nnc(SCC(=O)c2cccc([N+](=O)[O-])c2)n1C	0	-12	-12	0.8%	0%	-3%	-2%	4	-29
Cc1ccc(NC(=O)COC(=O)c2ccc(Cl)nc2)cc1S(=O)(=O)N1CCCCC1	5	1	-15	-0.1%	1%	-8%	0%	4	11
COCCNC(=O)C1CC2Cn3c(nc4cc(Cl)c(Cl)cc43)C2N1C (configuration not stated)	1	-2	0	-2.4%	-13%	-3%	-1%	x	2
O=c1ccn(Cc2ccccc2)c(=O)n1Cc1ccccc1	1	22	4	1.1%	-4%	1%	-4%	1	-18
COc1ccc2c(Sc3ccc(C)cc3)c(C(=O)NC(C)c3ccccc3)[nH]c2c1 (configuration not stated)	6	0	-3	-0.8%	-14%	-2%	1%	-19	-3
CC(=O)NC(c1ccc(C)cc1)c1cc(Cl)c2cccnc2c1O (configuration not stated)	15	-2	5	0.3%	-16%	-16%	-6%	1	-7
C/C=C(\C)CN1CCC(n2nccc2NC(=O)CCc2ccccc2)CC1	4	-5	-3	-3.5%	-7%	-9%	-6%	1	1
CCCCNC(=O)O[C@H]1C[C@@H]2CCN3C(=O)CCC(C)(C)[C@H](C1)[C@H]23	-1	-4	-1	-0.8%	0%	0%	-7%	x	0
COc1ccc(CN2CCn3ncc(C(=O)Nc4cc(C)cc(C)c4)c3C2=O)cc1	8	-1	-1	0.1%	0%	-17%	-5%	-1	-5
CC(=O)c1ccc(OCc2cc(C(=O)N3CCN4CCCC4C3)no2)cc1 (configuration not stated)	6	1	-7	1.9%	2%	1%	-2%	0	-6
COc1cccc(C(C(=O)NCC2CCCO2)N(CC2CCCO2)C(=O)CN2C(=O)c3ccccc3S2(=O)=O)c1 (configuration not stated)	1	x	1	1.6%	10%	1%	u	-7	-8
NC(=O)C1(N2CCCCC2)CCN(C(=O)c2ccc(-n3cnnn3)cc2)CC1	0	x	2	-0.3%	-2%	3%	-3%	2	4
CC(C)c1ccccc1N=C1SCCCN1C(=O)c1cccc(N2C(=O)CCC2=O)c1	-1	20	0	-0.9%	3%	-7%	-3%	-11	-1
O=C(Cc1ccc([N+](=O)[O-])cc1)OCc1ccc([N+](=O)[O-])cc1	5	-11	-12	0.2%	-6%	-4%	-3%	-7	-19
O=C(NCC1c2ccccc2CCN1C(=O)CN1C(=O)c2ccccc2C1=O)C1CCCCC1 (configuration not stated)	-1	-5	2	3.7%	x	1%	-12%	1	-2
Cc1cc2c(=O)n(NC(N)=O)c(C)nc2s1	3	7	5	2.2%	-2%	-1%	-3%	0	13
O=C(Nc1cccc(C(=O)N2CCN(c3ccccc3)CC2)c1)c1ccco1	0	4	5	0.0%	-3%	-3%	0%	6	6
CC(=O)Oc1ccc2cc(-c3cccnc3)c(=O)oc2c1	x	x	x	x	10%	-2%	-1%	15	x
O=C(COC(=O)c1cc(S(=O)(=O)N2CCOCC2)ccc1Cl)NCc1ccccc1	x	x	x	x	8%	1%	2%	-6	x
Cc1nnsc1C(=O)NC1CCCc2c1cnn2-c1cc(F)cc(F)c1 (configuration not stated)	13	3	-3	0.6%	2%	2%	-1%	6	-28
O=S(=O)(c1ccc(Cl)cc1)N1CCCc2ccccc21	3	-1	11	0.8%	-4%	-12%	4%	3	-21
O=C(Cc1ccc(-n2c(=O)c3sccc3n(Cc3ccc(F)cc3)c2=O)cc1)NCc1ccco1	2	8	x	0.7%	-6%	u	-4%	x	1
Cc1oc(C(=O)O)cc1CSCc1ccoc1C(=O)O	4	x	1	1.1%	x	0%	-1%	-1	25
COc1cc2c(cc1NC(=O)Nc1ccc(C)cc1)oc1ccccc12	2	-6	-5	2.0%	-14%	1%	7%	-2	-6
Cc1noc(C)c1S(=O)(=O)Nc1ccc2c(c1)C(=O)N([C@@H](C)CO)C[C@H](C)[C@@H](CN(C)Cc1ccc(C(F)(F)F)cc1)OCCCC[C@H](C)O2	x	x	x	x	u	-6%	-6%	8	x
O=C(O)c1[nH]c2ccc(Cl)cc2c1CC(=O)N1CCN(C(=O)c2ccco2)CC1	-1	-2	8	1.5%	-1%	-4%	2%	6	24
C=CCOc1ccc2nc(NC(=O)OC)[nH]c2c1	0	-1	-8	-0.3%	-5%	u	8%	5	-4
Cc1c(-c2ccccc2)nc2ccccc2c1C(=O)OCC(=O)Nc1ncc(C(F)(F)F)cc1Cl	5	5	5	2.5%	6%	1%	-5%	20	-4
COC(=O)c1c(N2C(=O)CC(Sc3ccccc3C(=O)O)C2=O)sc2c1CCCC2 (configuration not stated)	1	5	1	4.1%	0%	-2%	-3%	-3	13
COc1cccc(CC(=O)OCC(=O)N(C)CC(=O)Nc2ccc(Cl)c(C(F)(F)F)c2)c1	10	-9	-1	-1.3%	-5%	0%	-3%	3	-14
CCOC(=O)N1CCN(C(=O)c2ccc3oc(CCc4ccccc4)nc3c2)CC1	x	x	x	x	2%	-8%	-1%	1	x
Cc1ccc(CNC(=O)C2CCN(C(=O)Nc3ccc(C)cc3)CC2)cc1	0	-5	-7	-1.2%	-3%	1%	1%	2	1
CCOC(=O)c1cccc(NC(=O)C2CCCN(c3nnc(N4CCCC4=O)s3)C2)c1 (configuration not stated)	1	8	3	3.2%	7%	2%	0%	0	-4
O=C(Oc1c(Cl)cc(Cl)c2ccccc12)N1CCCC1	0	-4	14	-0.4%	-9%	-3%	-1%	-19	-9
CC(NC(=O)CCc1nnc(C2(c3ccc(Cl)cc3)CCC2)o1)C1CC1 (configuration not stated)	2	2	2	0.0%	-18%	-6%	1%	-1	-4
CCOC(=O)C1=C2NC(=O)c3ccccc3N2C(=O)C1	6	10	8	1.7%	-16%	3%	-6%	8	16
CCOC(=O)c1cc2c(=O)n3ccccc3nc2n(C(C)C)c1=NC(=O)c1c(-c2c(F)cccc2Cl)noc1C	8&3	19&12	1&-5	0.9%&-1.4%	0%&7%	-10%&-10%	-2%&-1%	-1	-3&-22
COc1ccc(/C=C2\SC(=S)N(CCC(=O)NCCCN3CCOCC3)C2=O)cc1	1	8	2	0.4%	u	4%	6%	2	0
O=C(NCCNc1ccc([N+](=O)[O-])cc1C(F)(F)F)c1ccccc1	6	-1	-18	-0.7%	-10%	-11%	-2%	-1	-31*
Cc1ncc([N+](=O)[O-])n1CC(=O)Nc1cccc(C(F)(F)F)c1	7	-9	4	1.9%	-6%	2%	-4%	5	-2
C=CCc1cccc2cc(-c3nc4ccc(C(=O)O)cc4[nH]3)c(=O)oc12	2	6	-1	26%	5%	2%	-8%	-13	6
